# Compound activity (PubChem BioAssay)
# PfHsp90 set2 = growth inhibition of yeast expressing Plasmodium Hsp90; S. cerevisiae expressing PfHsp90, BacTiter-Glo ATP, 48 h; yeast lacking PDR1 and PDR3 efflux regulators; hit rate 0.32% among 310,000; inhibition, % at 9.4 µM;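 active = every replicate shows inhibition above about 80%, whatever the replicate mean, limit read from the data; inconclusive = mean inhibition reaches the set limit but some replicate falls short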;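 also: 0% = DMSO neutral controls and 100% = 20 µM radicicol positive controls; yeast relying on Plasmodium falciparum Hsp90 in place of its own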
# Tat export inh = inhibitors of E. coli Tat protein transport | inhibition, % at 10 µM | E. coli MC4100 TorA-mCherry Tat export, fluorescence | hit rate 0.036% among 340,000;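 active = mean replicate inhibition at least 50% and at least half of replicates individually reaching 50%; inconclusive = only one of the two criteria met; inactive = neither criterion met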;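 also: exported cargo escapes ClpAP degradation while cytoplasmic cargo is degraded and loses fluorescence; 0% = median of neutral control wells and 100% = median of NaSCN control wells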
# AddAB inh = less growth of phage-infected E. coli with AddAB | hit rate 0.29% among 330,000 | AID 435030 | inhibition, % at 11.9 µM | E. coli expressing H. pylori AddAB, absorbance growth; in the data active = inhibition above about 12%;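 also: 0% = vehicle wells of infected cells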
# Rtt109 HAT inh = blocks Candida albicans Rtt109/Vps75 acetyltransferase activity; inhibition, % at 34.9 µM; purified Rtt109/Vps75, ThioGlo CoA-SH fluorescence, 4 h; hit rate 0.16% among 330,000; AID 540336; Q5AAJ8;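 active = inhibition of at least 50% in every replicate; inconclusive = best replicate reaches 50% inhibition but some replicates fall short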
# Target sequence (Q5AAJ8 whole entry, looked up): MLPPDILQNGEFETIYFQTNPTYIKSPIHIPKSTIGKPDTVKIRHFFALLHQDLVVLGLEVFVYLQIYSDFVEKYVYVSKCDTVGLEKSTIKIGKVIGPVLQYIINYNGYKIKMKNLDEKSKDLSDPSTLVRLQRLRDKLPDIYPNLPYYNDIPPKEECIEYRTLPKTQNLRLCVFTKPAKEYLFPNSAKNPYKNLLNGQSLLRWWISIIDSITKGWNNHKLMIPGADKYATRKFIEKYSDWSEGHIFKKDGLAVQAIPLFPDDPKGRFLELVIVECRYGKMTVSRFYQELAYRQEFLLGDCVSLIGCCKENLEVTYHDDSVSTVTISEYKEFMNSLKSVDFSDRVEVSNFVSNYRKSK
# phage Ecoli inh = E. coli growth loss with phage present; growth absorbance; inhibition, % at 11.9 µM; hit rate 0.26% among 360,000; in the data active = inhibition above about 11%
# CAL PDZ inh = blocks peptide binding to human CAL PDZ domain; hit rate 0.02% among 330,000; purified CAL PDZ, TMR-peptide fluorescence polarization, 1 h; Q9HD26; inhibition, % at 20 µM;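 active = highest replicate inhibition of at least 40%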;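 also: plate controls were DMSO neutral control wells for no effect and unlabeled competitor peptide control wells for full effect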
#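 Test system: purified CerCALP PDZ construct; Compound dosing: one concentration, 20 µM compound; Also added: TMR-labelled reporter peptide T*-PRC34 bound in PDZ groove; Read-out: inhibition from polarization loss; Controls: unlabelled peptide and DMSO controls; Signal: FP readout, S and P plane fluorescence; Incubation: 1 h at RT.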
# DAGLB inh = diacylglycerol lipase beta (human) inhibition; AID 504411; hit rate 0.059% among 340,000; Q8NCG7; HEK293T DAGLB membrane lysate, EnzChek fluorogenic substrate; inhibition, % at 5.17 µM; in the data active = inhibition above about 34%;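 also: 0% = enzyme with vehicle and 100% = wells lacking enzyme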
# Target sequence (Q8NCG7 whole entry, looked up): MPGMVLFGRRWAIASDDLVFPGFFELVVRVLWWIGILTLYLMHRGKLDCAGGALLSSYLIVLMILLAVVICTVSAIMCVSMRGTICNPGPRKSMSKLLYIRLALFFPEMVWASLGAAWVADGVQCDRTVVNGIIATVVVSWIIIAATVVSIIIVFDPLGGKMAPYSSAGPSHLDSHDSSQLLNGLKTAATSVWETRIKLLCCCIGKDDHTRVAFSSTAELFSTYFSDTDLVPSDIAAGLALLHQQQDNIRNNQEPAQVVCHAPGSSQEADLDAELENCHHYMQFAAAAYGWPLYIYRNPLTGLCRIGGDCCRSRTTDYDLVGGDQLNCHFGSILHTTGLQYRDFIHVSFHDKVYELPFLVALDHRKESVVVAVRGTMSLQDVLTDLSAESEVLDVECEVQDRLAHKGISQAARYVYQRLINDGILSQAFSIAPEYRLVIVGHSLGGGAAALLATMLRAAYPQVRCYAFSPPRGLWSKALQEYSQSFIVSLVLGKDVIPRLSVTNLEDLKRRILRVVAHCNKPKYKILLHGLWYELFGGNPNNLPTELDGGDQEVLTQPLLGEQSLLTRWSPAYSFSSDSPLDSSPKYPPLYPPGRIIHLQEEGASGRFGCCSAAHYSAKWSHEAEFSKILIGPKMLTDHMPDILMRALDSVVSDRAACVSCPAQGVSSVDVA
# PvdQ acylase = P. aeruginosa PvdQ acylase inhibition; purified PvdQ acylase, fluorescence plate reader; inhibition, % at 10 µM; hit rate 0.063% among 340,000; AID 488965; in the data active = inhibition above about 30%, passing the limit was not always enough; inconclusive = no clear call, values can overlap the other calls;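 also: 0% = vehicle neutral wells and 100% = reference inhibitor wells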
# Wnt act = Wnt/beta-catenin pathway activation; Wnt/beta-catenin reporter cell assay, activator, plate reader; activation, % at 9.35 µM; hit rate 1.2% among 300,000; AID 743398; in the data active = activation above about 30%, passing the limit was not always enough; inconclusive = no clear call, values can overlap the other calls;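 also: 0% = neutral control wells and 100% = positive control wells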
# E coli growth = counter-screen for AddAB inhibitors: E. coli growth inhibition | inhibition, % at 11.9 µM | hit rate 0.27% among 330,000 | E. coli V3065 growth, OD600 absorbance, 18 h;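 active = inhibition above the campaign's mean inhibition across all tested compounds plus 3 SD, cut at about 9.9% in these data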;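 also: uninfected addAB+ strain grown without phage in ampicillin broth; 0% = DMSO wells and 100% = ciprofloxacin 0.95 µg/ml wells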
# Active calls of the source: *; ? = inconclusive; . = no result given.
SMILES,PfHsp90 set2,Tat export inh,AddAB inh,Rtt109 HAT inh,phage Ecoli inh,CAL PDZ inh,DAGLB inh,PvdQ acylase,Wnt act,E coli growth
C=CCn1c(SC(F)F)nc2scc(-c3ccco3)c2c1=O,8,10,1.5,-1,-3.8,0.0,-8,-9,-1,-2.8
CC(C)(CO)CNC1CCCN(C2Cc3ccccc3C2)C1 (stereo unspecified),-1,-1,1.0,-1,0.7,0.8,-1,11,-1,-0.7
CCCC1SCC(C)(C)NC1=O (stereo unspecified),.,3,.,2,2.1,-0.3,-1,-20,-1,.
NC(=O)SC/C(=N\S(=O)(=O)c1ccccc1)Nc1ccccc1,-5,-4,3.7,1,2.6,-0.8,0,-4,-2,4.2
Cc1c(C)n(C)c2ccc([N+](=O)[O-])cc12,8,-1,-1.1,-2,2.6,-2.1,0,-6,-1,-2.8
CCN(CC)CC(C)OC(=O)c1cc(OC)c(OC)c(OC)c1 (stereo unspecified),.,-2,0.8,-23,2.1,-0.4,2,-8,.,-0.7
Clc1ccc(-c2ncc3ccccn23)cc1,2,-3,1.3,-4,2.4,-1.3,-2,6,8,2.7
Cc1nc(/C(=N/O)C(N)=O)cs1,16,-7,0.6,-3,-0.1,-0.1,2,-10,0,1.5
CC(C)(C)OC(=O)N1CCC(c2c(C(=O)N3CCN(C(=O)c4ccco4)CC3)cnn2-c2cccc(Cl)c2)CC1,14,6,0.9,3,0.8,0.1,3,2,1,-0.4
C=CCn1c(SCC(=O)Nc2cc(NC(C)=O)ccc2OC)nnc1-c1ccccn1,-11,0,-1.6,9,0.3,-1.1,0,-12,2,0.8
S=c1[nH]c2ccccc2n2cccc12,-23,-5,0.6,-6,0.2,-0.9,1,-15,-2,0.0
Cc1ccc(NC(=O)CN(c2ccccc2)S(=O)(=O)N(C)C)cc1C,-19,-7,1.4,-3,-0.4,-0.5,2,-9,.,-0.1
COc1ccccc1NC(=O)c1ccccc1NC(=O)c1ccccn1,-17,2,.,-2,3.2,-3.1,-11,5,2,.
CCN1C(=O)CCC(C(=O)O)C1c1ccc(OC)cc1 (stereo unspecified),16,-10,6.5,2,-2.1,0.9,-1,-12,3,-0.5
CSc1ccccc1NC(=O)CSCc1ccc(Br)cc1,-8,27,2.6,-21,1.3,-2.4,-13,2,.,-2.5
Cc1ccc(C(=O)C2CCN(CC(=O)Nc3nc(C)cs3)CC2)cc1,-11,10,-2.6,27,0.4,-1.9,-1,0,-1,-2.4
O=C(O)c1cc2cc(Oc3ccccc3)ccc2[nH]1,12,1,4.7,3,2.4,-0.7,4,8,0,1.6
O=C(NCCNC(=O)c1ccccn1)c1ccccc1,-9,-8,1.5,-4,1.9,-2.4,0,-13,2,0.5
O=c1cc(N2CCC(Cc3ccccc3)CC2)[nH]c(=O)n1C1CCCCC1,-10,-11,-3.2,2,3.4,-0.4,-1,-14,.,-0.3
Cc1cccc(N(C(=O)Cn2nnc(-c3ccc(C)o3)n2)C(C(=O)NC2CCCC2)c2ccncc2)c1 (stereo unspecified),7,-3,5.2,-4,1.0,0.5,1,-4,-2,-1.4
Cc1ccc(NC(=O)c2ccc(Cl)nc2)cc1,4,-12,5.2,0,1.1,-2.0,1,-5,8,5.3
Cc1cc(C)n(/N=C/c2cccc(O)c2)c(=O)c1C(N)=O,8,-9,0.8,0,1.4,-0.1,-3,16,1,-2.5
O=C(O)CC/C(=N/NC(=O)c1cccs1)c1ccccc1,-10,14,2.2,22,0.8,-0.3,-1,2,7,1.7
COCCCNC(=O)CC1C[C@H](C(=O)N2CCCCC2)[C@@]2(CCc3ccccc3)c3[nH]c4ccc(OC)cc4c3CCN2C1=O (stereo partly specified),4,8,-2.3,1,1.8,1.1,1,?,-3,1.1
CCc1n[nH]c(=S)n1/N=C/c1c[nH]c2ccc(Br)cc12,18,0,1.9,5,1.5,-1.0,2,0,-2,0.8
O=C(Nc1cc(S(=O)(=O)N2CCOCC2)ccc1Cl)c1cc(=O)c2ccccc2o1,-15,1,-0.1,5,1.3,-2.5,0,-7,-9,-1.4
COC(=O)CNC(=O)/C=C/c1ccc(OC)cc1,-43,-5,2.6,5,.,0.2,1,-11,1,1.2
CCC(NC(=S)NCc1ccc(F)cc1)c1ccc(C(C)C)cc1 (stereo unspecified),-74,0,1.5,6,3.1,-0.3,-9,-4,-2,1.1
CN(C(=O)COc1ccc(Cl)cc1Cl)C1(C)CCS(=O)(=O)C1 (stereo unspecified),5,-6,0.8,3,6.1,-1.9,-2,9,0,0.8
COc1ccc(OC)c(Nc2nc(-c3sc(N)nc3C)cs2)c1,-5,-11,0.6,9,-1.6,-2.3,7,-2,-2,-3.2
S=C(CN1CCCC1=S)N1CCOCC1,15,-4,0.2,8,0.2,0.1,-1,-2,2,1.3
Cc1cc(S(=O)(=O)N2CCOCC2)ccc1OCC(=O)N1CCCCC1,-14,-7,0.6,-28,1.7,-1.3,-1,-15,4,0.5
NNC(=O)C=C1CCN(c2ncc(C(F)(F)F)cc2Cl)CC1,-11,4,5.3,-1,1.2,-0.6,1,-8,3,-0.2
CC1CCN(S(=O)(=O)c2ccc3c(c2)N(CC(=O)NCCN2C(C)CCCC2C)C(=O)CS3)CC1 (stereo unspecified),10,-5,2.6,-10,1.8,-2.1,-3,-17,0,3.2
NC(=O)C1(N2CCCCC2)CCN(S(=O)(=O)c2cc(Cl)ccc2Cl)CC1,4,-1,0.2,-4,3.5,-0.3,-1,-3,-3,-0.4
Cc1cc(Cl)c(S(=O)(=O)N2CCN(c3ccccn3)CC2)cc1OCC(=O)NC1CCCCC1,-26,5,-1.1,2,-3.2,-1.9,3,-4,0,-0.8
Cc1ccccc1C(=O)Nc1nc(SCc2ccc(Cl)cc2)n[nH]1,-24,10,-0.1,-13,2.1,-1.3,2,-9,2,-2.5
O=C(CN1C(=O)/C(=C\c2ccccc2Cl)Oc2ccccc21)NCc1cccnc1,-23,11,-2.7,.,5.5,-2.2,-1,17,.,-1.4
CC(C)(C)N1CC(OC(N)=O)C1,4,-8,0.9,-1,3.8,-0.1,-2,-22,-1,-3.6
COc1ccc(S(=O)(=O)n2cnc(C)c2)cc1,2,-6,3.6,-2,3.9,-1.8,1,-6,-2,-0.4
O=C(COc1ncnc2ccccc12)NCCCN1CCCC1=O,-23,-4,1.7,5,3.7,-0.7,0,-4,-3,2.6
COc1ccc(-c2noc(CN(C)C(=O)c3ccc4c(c3)OCO4)n2)cc1OC,6,14,4.9,-8,1.4,-3.2,-6,-3,1,-0.7
O=C(c1cccc(Br)c1)c1coc2ccc(O)cc12,-35,4,1.7,2,1.3,0.3,-2,-2,-4,-1.6
O=C(CCSc1ccc(Cl)cc1)c1ccco1,8,-8,2.4,7,-2.5,-0.9,-8,13,2,0.6
COc1ccc(Nc2nc(-c3cccs3)nc3ccccc23)cc1,-3,-12,1.9,0,3.4,-1.2,-2,13,0,2.4
Cc1nn(Cc2ccccc2Cl)c(C)c1NC(=O)C1C2CCC(O2)C1C(=O)O (stereo unspecified),-24,-3,.,1,2.1,-0.8,-1,-10,-3,.
Cc1ccc(Nc2ncc3c(n2)CC(C)(C)CC3=O)cc1,-14,2,4.7,-5,1.9,-0.7,-3,-4,-1,1.5
CCOC(=O)c1c(-c2ccccc2)csc1NC(=O)CCN1C(=O)c2ccccc2C1=O,-7,1,4.8,-1,3.0,-0.4,0,-13,.,-0.9
O=C(c1ccco1)N1N=C(c2ccc3nccnc3c2)CC1c1ccccc1 (stereo unspecified),-9,-2,3.5,-5,2.0,-0.4,-3,-13,-2,0.5
CC1(C)C(=O)Nc2ccccc2N1C(=O)COc1ncnc2c(Cl)cc(Cl)cc12,1,-15,2.4,25,0.9,-0.1,-2,-18,.,0.3
CCCNC(=O)COc1cccc(C(=O)NCc2ccccc2)c1,-8,2,-0.1,.,3.3,-2.1,0,6,-4,-2.5
O=C(Nc1cccc([N+](=O)[O-])c1)c1[nH]ncc1Cl,8,-6,2.3,.,0.6,-2.5,-2,-6,22,-0.6
COc1ccc(C(CNC(=O)CNC(=O)c2cccc(C)c2)N2CCOCC2)cc1 (stereo unspecified),-7,2,0.6,-3,-0.8,-0.9,1,-4,0,-0.3
N/C(=N\NC(=O)c1ccccc1)c1cc2ccccc2oc1=O,-9,-12,4.2,.,0.3,-1.8,2,-5,9,-0.8
CC(C)(C)c1ccc2c(c1)OC(C(=O)N/N=C\c1ccccn1)CO2 (stereo unspecified),-13,-4,0.2,.,3.1,-2.3,-5,7,.,0.1
COCCc1nc2ccc(C(=O)N(C)Cc3cccc(-n4nc(C)cc4C)c3)cc2o1,6,4,.,1,3.0,-0.9,4,-6,-1,.
Cc1ccc(NC(=O)Nc2cccn(Cc3c(F)cccc3Cl)c2=O)cc1,-10,-1,-0.2,3,0.0,-0.6,0,-16,8,1.3
Cc1cc(C)n(C(=O)CNC(=O)c2ccc3c(c2)OCCO3)n1,5,12,-1.6,3,1.0,-0.7,-2,-9,-2,0.7
COc1ccc(C(=O)NCC(=O)N2CCNC(=O)C2)cc1OC,5,-3,6.5,1,2.5,-2.4,-2,4,-1,1.8
Cc1ccc(C(=O)n2ncn(C)c2=S)cc1,14,8,.,2,0.2,-0.8,-1,-14,-1,.

# Compound profiles (already shown):
# Shown for `COc1ccc(Nc2nc(-c3cccs3)nc3ccccc23)cc1` = PfHsp90 set2: -3; Tat export inh: -12; AddAB inh: 1.9; Rtt109 HAT inh: 0; phage Ecoli inh: 3.4; CAL PDZ inh: -1.2; DAGLB inh: -2; PvdQ acylase: 13; Wnt act: 0; E coli growth: 2.4
# Shown for `CC(C)(C)N1CC(OC(N)=O)C1` = PfHsp90 set2: 4; Tat export inh: -8; AddAB inh: 0.9; Rtt109 HAT inh: -1; phage Ecoli inh: 3.8; CAL PDZ inh: -0.1; DAGLB inh: -2; PvdQ acylase: -22; Wnt act: -1; E coli growth: -3.6

# (list continues)
SMILES,PfHsp90 set2,Tat export inh,AddAB inh,Rtt109 HAT inh,phage Ecoli inh,CAL PDZ inh,DAGLB inh,PvdQ acylase,Wnt act,E coli growth
CCS(=O)(=O)c1ccc(O)c(NC(=O)c2cc(-c3ccccn3)nc3ccccc23)c1,.,0,1.0,-3,1.7,-1.8,2,1,0,2.4
Cn1c(SCC(=O)NC2CC2)nnc1-c1cccc(NC(=O)c2ccccc2F)c1,10,-3,2.9,-11,1.7,-1.2,1,-10,-8,-1.9
CC1CCC(C(C)C)C(=O)/C1=C\c1ccc(NC(=O)CCC(=O)O)cc1 (stereo unspecified),-21,3,-0.2,.,3.9,-1.4,-1,6,-5,-1.3
O=C(CNC(=O)c1cccc(F)c1)NC1CC1,.,-5,0.3,8,3.3,0.7,0,5,-1,0.4
COC(=O)c1c(C)oc(C)c1S(=O)(=O)N1CCOCC1,0,2,-3.0,1,2.3,-1.5,-3,-1,1,0.0
CCOC(=O)C1C(=O)C(C(C)=O)C(=O)CC1CC(C)SCC (stereo unspecified),10,0,-1.1,12,-0.6,-1.7,1,0,3,0.8
CNC(=O)c1ccsc1NC(=O)c1ccc(Cl)s1,-9,5,0.2,8,0.4,-1.0,-1,7,-2,0.6
COc1cc(CNC2CCCC2)cc(Br)c1OCC(=O)Nc1ccccc1C,-12,-2,1.1,2,2.3,-0.6,-1,-5,-1,2.0
COC(=O)C(NC(C)=O)(Nc1ccc(Br)cc1)C(=O)OC,.,0,2.0,-3,1.7,-2.4,-1,-5,-2,0.7
